hERG WT inh – qHTS for Inhibitors of KCHN2 3.1: Wildtype qHTS. Voltage-gated inwardly rectifying potassium channel KCNH2 (Homo sapiens), Q12809. U2OS, BacMam KCNH2, thallium flux FluxOr; active compounds read low. activity change, % at 1.84 µM. 340,000 compounds, 0.37% hits. AID 720551, 2013;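 active means maximum activity change below -70%; inconclusive means maximum activity change between -70% and -50%; inactive means maximum activity change above -50%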; further: on the % scale 0 is the no-effect control and ±100 the full control effect
Target sequence (Q12809 whole entry, looked up): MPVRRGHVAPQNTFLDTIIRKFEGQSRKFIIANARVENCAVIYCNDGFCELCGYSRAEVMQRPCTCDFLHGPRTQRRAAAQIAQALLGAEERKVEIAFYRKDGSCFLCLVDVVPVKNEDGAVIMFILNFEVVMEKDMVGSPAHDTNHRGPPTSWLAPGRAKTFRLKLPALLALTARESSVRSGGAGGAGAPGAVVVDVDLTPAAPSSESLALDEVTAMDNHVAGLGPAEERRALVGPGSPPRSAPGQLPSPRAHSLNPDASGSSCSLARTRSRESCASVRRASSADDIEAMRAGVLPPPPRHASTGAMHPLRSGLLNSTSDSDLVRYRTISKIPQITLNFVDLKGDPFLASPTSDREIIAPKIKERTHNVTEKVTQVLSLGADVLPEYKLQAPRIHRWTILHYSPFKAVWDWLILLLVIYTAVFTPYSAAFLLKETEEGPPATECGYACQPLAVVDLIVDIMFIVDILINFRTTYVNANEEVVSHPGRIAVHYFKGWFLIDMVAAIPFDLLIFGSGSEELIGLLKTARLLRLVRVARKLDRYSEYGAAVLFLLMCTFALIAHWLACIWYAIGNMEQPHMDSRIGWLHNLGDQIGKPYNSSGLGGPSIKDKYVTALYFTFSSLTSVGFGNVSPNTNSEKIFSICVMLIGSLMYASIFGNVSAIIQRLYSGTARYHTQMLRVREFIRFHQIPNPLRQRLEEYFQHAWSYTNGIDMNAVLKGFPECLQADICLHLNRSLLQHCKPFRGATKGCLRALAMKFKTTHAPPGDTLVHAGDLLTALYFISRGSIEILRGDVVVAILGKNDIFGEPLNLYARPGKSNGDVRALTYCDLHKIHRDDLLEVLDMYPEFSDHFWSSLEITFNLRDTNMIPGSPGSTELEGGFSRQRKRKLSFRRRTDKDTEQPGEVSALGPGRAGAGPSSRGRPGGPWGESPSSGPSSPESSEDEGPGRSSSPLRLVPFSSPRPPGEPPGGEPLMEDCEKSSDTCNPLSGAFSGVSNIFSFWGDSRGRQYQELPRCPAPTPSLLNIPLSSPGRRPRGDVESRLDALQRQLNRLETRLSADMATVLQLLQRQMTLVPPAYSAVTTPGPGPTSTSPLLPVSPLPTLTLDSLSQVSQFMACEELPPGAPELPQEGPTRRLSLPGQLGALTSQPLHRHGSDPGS
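U2OS cells were transduced with wild-type KCNH2 virus (2.03 x 10^8 / mL) for 4 h at room temperature, then cultured overnight at 37 C. Thallium flux was read with FluxOr dye. Rate constants were normalized to DMSO controls.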
Giardia killer – Small Molecules that selectively kill Giardia lamblia: qHTS; Giardia lamblia trophozoite viability; activity change, % at 7.66 µM, hits read low; 340,000 compounds, 0.15% hits; AID 540267, 2011; in the data active means activity change below about -80%; inconclusive means between about -30% and that limit;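 further: parasites exposed to compound for two days anaerobically before the ATP read; on the % scale 0 is the no-effect control and ±100 the full control effect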
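Luminescent ATP signal served as the viability read-out, measured 15-30 min after adding ATP detection reagent to trophozoites that had been incubated with compounds for 48 hrs at 37 deg C anaerobically at 100 cells/well.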
TCR act – Activators of T cell receptors: qHTS campaign; Potency, µM (top dose mostly 9.22 µM), for the others: at the top dose activation of IL-2 secretion, hits mostly activators; 330,000 tested, under 10 active; primary human leukocytes, anti-CD3, IL-2 HTRF, 48 h; active means well fitted activation curve with a large enough effect; inconclusive means small, poorly fitted or top-dose-only effect, or another doubt; inactive means no such curve, though single readings can be large or run the other way; further: % of control where 0% means no effect
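Primary human leukocytes receive a-CD3 beads and test compound and are incubated 48 hr. Secreted IL-2 is then assayed by HTRF, measuring 665nm acceptor emission after 320nm excitation of the europium donor.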
Active calls of the source: *; ? = inconclusive; [ ] = remark or other dose. This is a subset, so the mix of outcomes need not match the whole.

[1] OCC1OC(n2cnc3c(N4CCCCC4)ncnc32)C(O)C1O (stereo not given)
[2] O=C1C(O)CCN1Cc1ccccc1 (stereo not given)
[3] C[C@H](O)[C@@H]1C(=O)N2CCc3ccc(N4CCOCC4)cc3[C@@H]2C[C@@H]1N(C)C(=O)Nc1ccccc1
[4] COc1cc(C)c(C(=O)CC(=O)c2c(C)cc(OC)cc2C)c(C)c1
[5] CC1(c2nnc(-c3ccncc3)o2)CC(c2cccc(Cl)c2)=NO1 (stereo not given)
[6] CCOc1ccc(CCN2C(=S)N([C@@H](CC(C)C)CN3CCCC3CN3C(=S)NC[C@@H]3CC(C)C)C[C@@H]2Cc2ccccc2)cc1 (stereo not given in full)

entry no. | 1 | 2 | 3 | 4 | 5 | 6
hERG WT inh | -5 | -6 | 12 | -10 | -30 | 11
Giardia killer | -5 | -2 | 8 | 8 | -12 | 7
TCR act | -5% | 4% | -3% | -1% | -3% | 0%

[7] CC1=C(c2ccccc2)CCC1=O
[8] CCN(c1ccc(NC(=O)COC(=O)C2CCN(c3ccc(C(F)(F)F)cn3)CC2)cc1)C(C)C
[9] C/C(=N\OC(=O)Nc1ccccc1)c1ccc(C)cc1
[10] O=C(NCCCN1C(=O)c2ccccc2C1=O)OCc1ccccc1
[11] CC(C)(C)OC(=O)N(CCc1ccccc1)Cc1ccc(OCc2cccc(NC(=O)C3CCCC3)c2)cc1
[12] COc1ccc(OC)c2sc(NC(=O)CCS(=O)(=O)c3ccccc3)nc12

entry no. | 7 | 8 | 9 | 10 | 11 | 12
hERG WT inh | -5 | 5 | 0 | 2 | 2 | -1
Giardia killer | -2 | 4 | -18 | 8 | 29 | 26
TCR act | 4% | 8% | -4% | -2% | 4% | -5%

Single records (already shown). Screens in order: hERG WT inh	Giardia killer	TCR act
`C/C(=N\OC(=O)Nc1ccccc1)c1ccc(C)cc1` as listed: 0	-18	-4%
`O=C(NCCCN1C(=O)c2ccccc2C1=O)OCc1ccccc1` as listed: 2	8	-2%
`COc1ccc(OC)c2sc(NC(=O)CCS(=O)(=O)c3ccccc3)nc12` as listed: -1	26	-5%
`CC1=C(c2ccccc2)CCC1=O` as listed: -5	-2	4%

The listing continues.
[13] CN(C)C(=O)c1ccc(N=Nc2c(O)c3ccccc3[nH]c2=O)cc1
[14] Cc1ccc(NC(=O)C2CCCO2)c(Br)c1 (stereo not given)
[15] Cc1cccc(Nc2ccncc2S(N)(=O)=O)c1
[16] c1ccc(CN2CCN(C3CCCSc4ccccc43)CC2)cc1 (stereo not given)
[17] O=C(N/N=C/c1cc(Br)cc(Cl)c1O)c1ccc2c(c1)OCO2
[18] Cc1cccc(C2N(c3ccc(F)cc3)C(=O)C3CCCN32)c1 (stereo not given)

entry no. | 13 | 14 | 15 | 16 | 17 | 18
hERG WT inh | -3 | 0 | -9 | 3 | 2 | 3
Giardia killer | -29 | 23 | -7 | -29 | 6 | ?
TCR act | 3% | 6% | -1% | -5% | 1% | 1%

[19] COc1ccc(CN2CCN(S(=O)(=O)c3ccc(C)cc3)CC2)cc1OC
[20] COc1ccc2c(c1)O[C@H]1c3ccc(O)cc3OC[C@@H]21
[21] CCCCC(=O)N1C/C=C\[C@H](c2ccc(OC)cc2)N(Cc2ccc(F)cc2)C(=O)[C@@H]1C
[22] CCc1nnc(NC(=O)CSc2nnc3scc(-c4ccc(C)cc4)n23)s1
[23] CC(=O)N(c1ccccc1)C(C(=O)c1ccccc1)c1ccccc1 (stereo not given)
[24] O=C(NN=Cc1ccccc1Cl)c1cccc2ccccc12

entry no. | 19 | 20 | 21 | 22 | 23 | 24
hERG WT inh | -1 | 5 | 1 | -6 | -1 | 18
Giardia killer | -8 | 9 | 22 | 9 | -4 | -24
TCR act | 8% | 2% | -2% | -1% | -19% | -3%

[25] Cc1cc(C)cc(SCc2noc(C(=O)NCC3CC3)c2C(=O)NCC2CC2)c1
[26] O=C(Nc1cccc(Br)c1)C1CCCC1
[27] CCOc1ccc(S(=O)(=O)N2CCC(C(=O)Nc3ccc(C)c(S(=O)(=O)N4CCOCC4)c3)CC2)cc1
[28] CC(CC(=O)c1ccc(F)cc1)N1CCN(c2ccccc2)CC1 (stereo not given)
[29] O=C(Nc1ccccc1)C(Cc1ccccc1)c1ccccc1 (stereo not given)
[30] O=C(Nc1cccc2nsnc12)c1cc2c(cc1Cl)Sc1nccn1S2(=O)=O

entry no. | 25 | 26 | 27 | 28 | 29 | 30
hERG WT inh | 3 | -4 | -1 | 3 | 2 | 3
Giardia killer | 4 | ? | 9 | 9 | 6 | -8
TCR act | -3% | 3% | -17% | -17% | -7% | 9%

[31] COC(=O)CNC(=O)c1ccccc1
[32] S=c1[nH]ccc2ccccc12
[33] CC1(c2ccccc2)CC(c2ccccc2)=C(C#N)C(=O)N1 (stereo not given)
[34] Cc1ccc(S(=O)(=O)/N=C2\C=C(NS(=O)(=O)c3ccccc3)C(=O)c3ccccc32)cc1
[35] S=C(NC1CCCCC1)NN1CCCCCC1
[36] Cc1ccccc1N(CC(=O)N1CCCC1)S(=O)(=O)c1ccc(Cl)cc1

entry no. | 31 | 32 | 33 | 34 | 35 | 36
hERG WT inh | 2 | 10 | 4 | -4 | -6 | -4
Giardia killer | 6 | 4 | 1 | -1 | -1 | 6
TCR act | 5% | -12% | 0% | -1% | 1% | -1%

[37] COc1ccc(Cl)cc1NC(=O)c1cccc(S(=O)(=O)Nc2c(C)n(C)n(-c3ccccc3)c2=O)c1
[38] CC(C)[C@H]1COCCS(=O)(=O)N1Cc1ccccc1F
[39] COc1ccc2c(=O)c3c(=O)n(CCc4ccccc4)c(C)nc3oc2c1
[40] Clc1ccc(C2=CSC3=NCCN23)c(Cl)c1
[41] O=C(NCc1ccncc1)c1ccc(NS(=O)(=O)c2ccccc2)cc1
[42] O=C(NN=Cc1cc([N+](=O)[O-])ccc1O)c1cccc2ccccc12

entry no. | 37 | 38 | 39 | 40 | 41 | 42
hERG WT inh | 7 | 6 | 5 | 1 | 8 | 37
Giardia killer | -6 | -10 | -8 | -6 | 5 | 12
TCR act | 1% | 1% | -27% | 2% | -8% | -5%

[43] CCOC(=O)C(=CNc1ccc(N2CCCCC2)c(S(=O)(=O)Nc2ccccc2OC)c1)C(=O)OCC
[44] Cc1ccccc1OCC(=O)Nc1nnc(COc2ccccc2)s1
[45] CCOC(=O)C(Cc1c[nH]c2cc([N+](=O)[O-])ccc12)(NC(C)=O)C(=O)OCC
[46] Cn1c(=S)sc2ccc3ccccc3c21
[47] Cc1cc(C)n(CCC(=O)N2CCCC(Nc3ccc(F)cc3)C2)n1 (stereo not given)
[48] O=C(Nc1ccccc1)Nc1ccc(Nc2ccccc2)cc1

entry no. | 43 | 44 | 45 | 46 | 47 | 48
hERG WT inh | 3 | 6 | 1 | 10 | -3 | -3
Giardia killer | 5 | -4 | 3 | 24 | -9 | -21
TCR act | -1% | -5% | -1% | -9% | 0% | 5%

[49] O=C(CNc1ccc(Cl)c(C(F)(F)F)c1)N1CCN(S(=O)(=O)c2ccccc2)CC1
[50] O=c1[nH]c2cc([N+](=O)[O-])ccc2c2ccc([N+](=O)[O-])cc12
[51] CN(C)CCCCCCCCCCC(=O)/C=N/O
[52] CC(=O)Nc1ccc(NC(=O)CS(=O)(=O)c2cn(CC(=O)N3CCC(C)CC3)c3ccccc23)cc1
[53] CCOC(=O)Sc1nc2ncncc2[nH]1
[54] O=c1[nH]nc(Br)c(=O)n1C(c1ccccc1)c1ccccc1

entry no. | 49 | 50 | 51 | 52 | 53 | 54
hERG WT inh | -4 | 7 | 4 | -10 | 0 | -19
Giardia killer | -10 | 1 | -1 | -17 | 2 | -7
TCR act | 3% | 3% | -2% | 3% | -4% | -2%

Values by screen from above.
Nos. 50 to 53 in Giardia killer read 1, -1, -17, 2
Nos. 50 to 53 in hERG WT inh read 7, 4, -10, 0

Remaining list, next part:
[55] N#Cc1c(NCc2ccccc2)ccnc1Cl
[56] CC(C)(C)OC(=O)N(CCc1ccccc1)Cc1cccc(OCc2cccc(NC(=O)C3CCC3)c2)c1
[57] Brc1ccccc1-n1nnc(-c2cnc3ccccc3c2)n1
[58] CN(C(=O)c1cccc(NC(=O)Cc2ccc(NC(=O)C3CCCN(C(=O)CCc4ccccc4)C3)cc2)c1)C1CCC1 (stereo not given)
[59] COc1ccc(C(=O)NCCN(C)C)c2nc3ccccc3cc12
[60] O=C(CCCc1ccccn1)c1ccc(-c2ccccc2)cc1

entry no. | 55 | 56 | 57 | 58 | 59 | 60
hERG WT inh | 1 | -6 | -3 | -4 | 14 | 0
Giardia killer | -22 | 12 | -14 | -22 | 8 | -28
TCR act | 6% | 0% | 4% | 1% | -2% | 6%

[61] c1ccc(N2CCN(Cc3ccc4c(c3)OCO4)CC2)nc1
[62] Nc1c(Cl)cc(-c2csc(NC(CO)c3nc4ccccc4n3CCOCCO)n2)cc1Cl (stereo not given)
[63] CC(=O)Nc1c(Cl)cc(Cl)c2c1Cc1cc(Cl)ccc1-2
[64] CC1(C)C[C@H](O)[C@@]23C[C@@H](OC2=O)[C@]2(C)C(=CCC4[C@@]5(C)CC[C@H](O)C(C)(C)C5CC[C@]42C)[C@@H]3C1 (stereo not given in full)
[65] COc1cc2ccccc2ccc1=NO
[66] O=C(Oc1cncc(Cl)c1)c1sccc1Cl

entry no. | 61 | 62 | 63 | 64 | 65 | 66
hERG WT inh | -2 | -1 | -1 | -8 | -2 | -1
Giardia killer | -17 | -10 | -15 | 1 | -2 | 2
TCR act | 4% | 3% | 4% | -1% | 8% | 4%

[67] CCOC(=O)N1C(=O)NC(=O)C1c1ccc(OC)cc1 (stereo not given)
[68] CC(=NNC(=S)Nc1cccc(C)c1)c1ccccn1
[69] CC(C)C[C@H]1CNC(=S)N1CC1CCN(CCCC2CCCCC2)CC1
[70] CC(=O)C1CCC2C3CC=C4CC(SC(=N)N)CCC4(C)C3CCC12C (stereo not given)
[71] COc1cccc(NC(=O)CC2C(=O)NC3CCCCC3N2C(=O)c2ccccc2)c1 (stereo not given)
[72] Nc1ccn(C2OC(COP(=O)(O)O)C(O)C2O)c(=O)n1 (stereo not given)

entry no. | 67 | 68 | 69 | 70 | 71 | 72
hERG WT inh | -5 | 19 | 5 | 33 | 1 | 17
Giardia killer | -9 | -2 | -27 | -2 | 1 | -5
TCR act | -3% | 8% | 2% | -15% | 0% | -1%

Filtered by structure: the compounds so far with a CF3 group (2)
[8] CCN(c1ccc(NC(=O)COC(=O)C2CCN(c3ccc(C(F)(F)F)cn3)CC2)cc1)C(C)C
[49] O=C(CNc1ccc(Cl)c(C(F)(F)F)c1)N1CCN(S(=O)(=O)c2ccccc2)CC1

entry no. | 8 | 49
hERG WT inh | 5 | -4
Giardia killer | 4 | -10
TCR act | 8% | 3%

Continuation.
[73] COc1ccc(NC(=O)c2sc3nc(C)cc(C)c3c2N)c(OC)c1
[74] C/C(=N/Nc1ccc(C(=O)O)cc1)c1ccc2c(c1)Nc1ccccc1S2
[75] Oc1c(CN2CCOCC2)cc(CN2CCOCC2)c(O)c1CN1CCOCC1
[76] CC(C)C12NC(=O)NC(=O)N1CCS2 (stereo not given)
[77] C=C1CCN([C@@H](Cc2ccccc2)C(=O)Nc2ccc(OC)cc2)S(=O)(=O)c2ccccc21
[78] C[C@H]1CC[C@]2(O[C@@H](CCO)C[C@@H](O)[C@@H]2O)O1

entry no. | 73 | 74 | 75 | 76 | 77 | 78
hERG WT inh | 15 | -8 | 1 | -10 | -12 | -2
Giardia killer | -11 | 4 | 4 | 50[activator] | -28 | -13
TCR act | 1% | 2% | -1% | 0% | 2% | -3%

[79] O=C(NCCSSCCNC(=O)c1ccccc1)c1ccccc1
[80] CC(C)CCNC(=O)C(c1cccnc1)N(Cc1ccccc1)C(=O)Cn1nnc2ccccc21 (stereo not given)
[81] O=[N+]([O-])c1ccc(-c2cccnc2)cc1
[82] O=C(NCc1ccccc1)c1cccc(NC(=O)C2CC2)c1
[83] COc1ccccc1OCC(=O)NNC(=O)Nc1ccccc1
[84] O=C(NC1CC1)c1cccc(NC(=O)C2CCC2)c1

entry no. | 79 | 80 | 81 | 82 | 83 | 84
hERG WT inh | -5 | -5 | -7 | -6 | 3 | -14
Giardia killer | -11 | -23 | 18 | -14 | -11 | -5
TCR act | -7% | 2% | -5% | -2% | -2% | 9%

A draw from above in order of formula weight, high to low.
[80] CC(C)CCNC(=O)C(c1cccnc1)N(Cc1ccccc1)C(=O)Cn1nnc2ccccc21 (stereo not given)
[82] O=C(NCc1ccccc1)c1cccc(NC(=O)C2CC2)c1
[84] O=C(NC1CC1)c1cccc(NC(=O)C2CCC2)c1

entry no. | 80 | 82 | 84
hERG WT inh | -5 | -6 | -14
Giardia killer | -23 | -14 | -5
TCR act | 2% | -2% | 9%

Other structures.
[85] O=C(CSc1ccc([N+](=O)[O-])cc1)c1ccccc1
[86] O/N=C/c1cc(Br)ccc1OCc1ccccc1F
[87] O=C(Nc1ccccc1F)C(c1ccccc1)c1ccccc1
[88] COc1ccc(NC(=O)CN(C)CC(=O)Nc2cccc(F)c2)cc1S(=O)(=O)N1CCCCC1

entry no. | 85 | 86 | 87 | 88
hERG WT inh | 2 | -2 | -9 | -20
Giardia killer | -3 | 1 | -1 | 12
TCR act | -7% | -1% | 3% | 3%

Screening results (PubChem BioAssay)
